GLP1R cytotox = qHTS of GLP-1 Receptor Inverse Agonists: Cytotox Screen. HEK293 cAMP-luciferase reporter cells, luminescence, 24 h. AID 624418, 2012. 410,000 tested, 0.13% active. Potency, µM (doses to about 38.3 µM), inactives show at the top dose activity change, negative = inhibition, actives largely listed as inhibitors;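 further: loss of luciferase light is scored as toxicity; potency means the concentration at half of the fitted maximal effect; on the % scale 0 is the no-effect control and ±100 the full control effect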
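Seeding density was 200 cells/uL; after overnight-length (12 h) culture, 23 nL compounds went on for 24 h at 37 °C. Readout used a luciferase detection reagent, luminescence taken after 12 min at room temperature.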
aSyn yeast inh = qHTS of alpha-syn Inhibitors. Yeast expressing alpha-synuclein, growth rescue, BacTiter-Glo, 24 h. Potency, µM (top dose mostly 46.1 µM), for inactives: at the highest dose growth rescue (activation), usual class: activators. 370,000 tested, 0.14% active; further: potency means the concentration at half of the fitted maximal effect; % of control where 0% means no effect; nearly all actives have a fitted effect of over 65% in size
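Readout is rescue of growth in alpha-synuclein-expressing yeast, so inhibitors of toxicity appear as activators. Growth after 24 hr at 30 deg C in galactose medium is quantified by luminescence.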
MmCpn inh = Inhibitors of TCP-1 ring complex (TRiC) of Methanococcus maripaludis (MmCpn): qHTS; purified Mm-Cpn ATPase, ADP Transcreener TR-FRET; 330,000 tested, 0.031% active; Potency, µM (titrated, usually from 76.9 µM), inactives show at the highest dose activity, negative = inhibition, usual class: inhibitors; further: potency means the concentration at half of the fitted maximal effect; on the % scale 0 is the no-effect control and ±100 the full control effect; nearly all actives have a fitted effect of over 80% in size
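Quantitative HTS used 25 nM Mm-CPN and 10 uM ATP in magnesium/KCl Tris buffer, pH 7.4, with 1 mM DTT. Hydrolysis ran 30 min at 37°C; ADP was read by HTRF.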
Abeta rescue = qHTS for compounds that reverse cellular toxicity of Amyloid beta (A-beta) peptide in yeast: Primary Screen. yeast expressing A-beta42, growth rescue, OD600, 48 h; response scale: 0% DMSO, 100% iron-clioquinol control. Potency, µM (doses to about 46.1 µM), for the others: top-dose growth rescue, most hits filed as activators. 410,000 tested, 0.063% active. AID 1347071, 2019; further: potency means the concentration at half of the fitted maximal effect; nearly all actives have a fitted effect of over 55% in size
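Yeast A-beta toxicity model in growth medium with pinned compounds, 48 h at 30 C; growth read as absorbance at 600 nm. Normalized to FeCl3/clioquinol equimolar mix (positive) and DMSO (negative).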
FUS suppressor = qHTS for Suppressors of FUS Proteinopathy: Primary screen using FUS-linked yeast assay; S. cerevisiae FUS-expressing, growth rescue, OD600, 24 h; 390,000 tested, 0.24% active; Potency, µM (top dose mostly 76.6 µM), without a hit: top-dose growth rescue (activation), actives largely listed as activators;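 further: potency means the concentration at half of the fitted maximal effect; plate controls were DMSO vehicle for no effect and reference control for full effect; nearly all actives have a fitted effect of over 55% in size; some results filed as inactive show a strong effect at the top dose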
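Yeast expressing FUS under galactose induction, OD 0.005 in 2% galactose medium; compounds in a dilution series, 24 h at 30C. Growth rescue by absorbance at 600 nm; CP55940 positive control, DMSO negative.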
TDP-43 yeast inh = qHTS of TDP-43 Inhibitors. TDP-43 expressing yeast growth rescue, BacTiter-Glo, 24 h. Potency, µM (series often up to 46.1 µM), for the others: at the highest dose growth rescue (activation), usual class: activators. 410,000 tested, 1.8% active; further: potency means the concentration at half of the fitted maximal effect; % of control where 0% means no effect; nearly all actives have a fitted effect of over 50% in size
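Cell-based yeast growth screen: TDP-43 expression induced in galactose, inoculum OD600=0.02 after raffinose pregrowth to mid-log. Read-out BacTiter-Glo luminescence at 24 hr, 30 deg C; inhibition of toxicity seen as signal increase.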
GLP-1R inv ag = qHTS of GLP-1 Receptor Inverse Agonists (Inhibition Mode); Glucagon-like peptide 1 receptor (Homo sapiens), P43220; HEK293 GLP-1R CRE-luciferase, luminescence, 24 h; GLP-1R form is constitutively active; Potency, µM (doses to about 38.3 µM), for inactives: top-dose activity change, negative = inhibition, most hits filed as inhibitors; 410,000 tested, 1.6% active; further: potency means the concentration at half of the fitted maximal effect; on the % scale 0 is the no-effect control and ±100 the full control effect; nearly all actives have a fitted effect of over 55% in size
Target sequence (P43220 whole entry, looked up): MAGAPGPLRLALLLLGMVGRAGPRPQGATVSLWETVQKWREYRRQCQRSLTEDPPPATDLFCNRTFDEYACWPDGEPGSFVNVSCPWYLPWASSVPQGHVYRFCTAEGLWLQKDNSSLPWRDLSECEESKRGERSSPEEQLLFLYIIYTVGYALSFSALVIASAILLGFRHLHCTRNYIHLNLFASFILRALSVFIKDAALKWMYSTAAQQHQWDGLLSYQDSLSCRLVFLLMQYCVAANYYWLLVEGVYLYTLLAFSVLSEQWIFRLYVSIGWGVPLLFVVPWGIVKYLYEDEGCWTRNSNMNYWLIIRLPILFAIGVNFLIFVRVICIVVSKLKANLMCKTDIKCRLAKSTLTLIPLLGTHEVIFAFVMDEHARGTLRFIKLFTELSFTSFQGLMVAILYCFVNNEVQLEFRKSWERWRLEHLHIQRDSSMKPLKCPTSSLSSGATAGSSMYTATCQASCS
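qHTS in 1536-well format: reporter HEK293 cells expressing constitutive GLP-1R activity in DMEM + 10% Nu serum, 24 hr with compounds at 37 deg C, luminescence read after 12 min with detection reagent.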
pAkt inh = HTS Assay for Inhibitors of Akt Phophorylation: Primary Screen; Neuro2A IGF-stimulated pAkt S473 HTRF, 20 min; active compounds read low; activity change, % for hits at 50 µM; 360,000 tested, 0.32% active; AID 651550, 2012; in the data active means activity change below about -80%; inconclusive means mostly about -51% to -80%; further: on the % scale 0 is the no-effect control and ±100 the full control effect
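Neuro2A cells in DMEM with 0.5% FBS, overnight at 37 deg C, given compound at single 50 µM final, then IGF (6 nM final) for 20 min at 37 deg C. Lysed; phospho-Akt Ser473 by HTRF after 24 h, 665/615 ratio.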
PTHR1 agonist = qHTS for PTHR1 Agonists: Primary Screen. Parathyroid hormone/parathyroid hormone-related peptide receptor (Homo sapiens), Q03431. HEK293 GP2 PTHR1 cells, GloSensor cAMP luminescence, 1 h. Potency, µM (highest dose often 115 µM), for inactives: top-dose activation, hits mostly activators. 410,000 tested, 0.075% active; further: potency means the concentration at half of the fitted maximal effect; nearly all actives have a fitted effect of over 55% in size; some results filed as inactive show a strong effect at the top dose; inactives centre near -15; many of its hits are not listed in these tables
Target sequence (Q03431 whole entry, looked up): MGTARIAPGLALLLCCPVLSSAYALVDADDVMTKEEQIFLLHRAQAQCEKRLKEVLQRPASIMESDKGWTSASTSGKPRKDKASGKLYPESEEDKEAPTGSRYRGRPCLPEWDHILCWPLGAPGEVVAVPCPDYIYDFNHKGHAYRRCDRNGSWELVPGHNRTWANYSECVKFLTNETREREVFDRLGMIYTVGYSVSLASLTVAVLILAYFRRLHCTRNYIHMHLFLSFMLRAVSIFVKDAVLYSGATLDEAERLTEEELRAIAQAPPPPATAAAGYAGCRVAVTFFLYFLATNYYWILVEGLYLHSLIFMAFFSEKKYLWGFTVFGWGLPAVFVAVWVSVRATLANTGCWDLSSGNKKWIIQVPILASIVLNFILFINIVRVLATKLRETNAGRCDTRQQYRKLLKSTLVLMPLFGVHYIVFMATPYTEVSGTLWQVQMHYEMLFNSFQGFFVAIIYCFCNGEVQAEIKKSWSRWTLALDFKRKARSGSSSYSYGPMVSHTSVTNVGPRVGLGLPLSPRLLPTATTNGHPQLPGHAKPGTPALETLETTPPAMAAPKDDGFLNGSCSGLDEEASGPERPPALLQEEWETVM
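HEK-293-derived GP2 cells expressing PTHR1 and a GloSensor cAMP reporter, 3,000/well, plated overnight, given luciferin plus IBMX (each 0.5 mM as added) for 1 h at 37 °C, then compound for 1 h at 37 °C. Luminescence was read after 15 min at room temperature.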
Starred values were filed as active, the others as inactive; i = inactive; u = inconclusive; x = no result given; [ ] = remark or other dose. Unless noted, the call rests on the fitted dose curve; in most records, active means well fitted curve in the direction sought with a large enough effect; inconclusive means small, poorly fitted or top-dose-only effect, or another doubt; inactive means no such curve, though single readings can be large; an effect the other way counts as inactive or inconclusive.

SMILES	GLP1R cytotox	GLP-1R inv ag	Abeta rescue	MmCpn inh	TDP-43 yeast inh	FUS suppressor	aSyn yeast inh	pAkt inh	PTHR1 agonist
O=C(NC1CCCCC1)C1c2ccccc2OCC(=O)N1CCCN1CCOCC1 (configuration not stated)	-1%	18%	-5%	x	20%	-20%	-6%	i	-25%
Nc1nc2ccc(O)cc2s1	-12%	11%	11%	-2%	-3%	x	3%	i	i
CCOC(=O)C1C(=O)OC(C)(C)C1C(C)C(=O)c1ccc(OC)cc1 (configuration not stated)	2%	u	36%	1%	-13%	18%	3%	i	-8%[57.5 µM]
O=C(NCc1ccc2c(c1)OCO2)C(=O)NCC1OCCN1S(=O)(=O)c1ccc(F)cc1 (configuration not stated)	-17%	-28%	-7%	1%	17%	x	3%	i	-7%
CS(=O)(=O)c1ccc(Nc2nc(C(N)CCc3ccccc3)cs2)cc1 (configuration not stated)	-20%	u	-7%	x	19%	-16%	-7%	i	-23%
COCCn1nnnc1C(C(C)C)N1CCOCC1 (configuration not stated)	50%[activator]	12%	-9%	-2%	-9%	2%	-3%	i	u
Cc1ccc(CNC(=O)C2CC(c3ccccc3[N+](=O)[O-])=NO2)o1 (configuration not stated)	5%	9%	-15%	1%	29%	-14%	0%	i	i
Cc1ccc(NC(=O)Nc2cc(S(=O)(=O)N(C)C)ccc2C)cc1	-9%	u	30%	2%	15%	-18%	-1%	i	-69%[inhibitor]
O=C(NCCCN1CCOCC1)c1cc2cc(Br)ccc2oc1=O	9%	-5%	-7%	-1%	-3%	19%	-2%	i	-33%
CCOC(=O)N1CCc2c(sc(NCc3cccs3)c2C(=O)Nc2cc(Cl)ccc2OC)C1	6%	-4%	4%	x	22%	u	x	x	i

(list continues)
SMILES	GLP1R cytotox	GLP-1R inv ag	Abeta rescue	MmCpn inh	TDP-43 yeast inh	FUS suppressor	aSyn yeast inh	pAkt inh	PTHR1 agonist
Cc1nn(CC(=O)NCCc2cccs2)c(=O)c2nn(-c3ccccc3)c(C)c12	-4%	1%	10%	-5%	7%	39%	-4%	i	15%
COc1ccc(C2=Nc3ccccc3NC(=O)C2N(CCc2cc(OC)cc(OC)c2)C(C)=O)cc1 (configuration not stated)	3%	10%	-12%	x	7%	25%	0%	i	-17%
CCN(CC)S(=O)(=O)c1ccc(Cl)c(C(=O)Nc2nnc(C)s2)c1	0%	1%	16%	-1%	21%	12%	-9%	i	-23%[57.5 µM]
COC(=O)c1ccc(C(=O)OC)c(NC(=S)N2CCCCC2)c1	19%	18%	12%	1%	-4%	-6%	-3%	i	-15%
CCOc1ccc(C2CC(=O)c3c([nH]c(C(=O)OC4CCC(C)CC4)c3C)C2)cc1 (configuration not stated)	0%	u	-14%	x	0%	-4%	x	x	i
Cc1ccc(Cn2c(=O)n(-c3ccc(C)c(C)c3)c(=O)c3c(C)c(C)sc32)cc1	-11%	2%	-6%	x	-6%	-8%	x	x	-3%
O=C1OCC2=C1C(c1cccc(Cl)c1)CC(=O)N2c1ccc(C(F)(F)F)cc1 (configuration not stated)	-6%	-11%	-18%	x	0%	-7%	-5%	x	-16%
COc1ccccc1OC(C)C(=O)N1CCN(Cc2ccc3c(c2)OCO3)CC1 (configuration not stated)	1%	-15%	-5%	-2%	0%	0%	-3%	i	-3%
O=S1(=O)C[C@@H](N2CCC[C@@H]2CO)[C@H](COCc2ccccc2)N1	4%	2%	17%	x	27%	1%	4%	i	-37%[inhibitor]
Brc1cccc(CNc2nc3ccccc3n2CCN2CCOCC2)c1	-16%	u	0%	0%	11%	9%	3%	i	i

More structures:
SMILES	GLP1R cytotox	GLP-1R inv ag	Abeta rescue	MmCpn inh	TDP-43 yeast inh	FUS suppressor	aSyn yeast inh	pAkt inh	PTHR1 agonist
CCOc1ccc(C(=O)N2CCN(c3cnn(-c4ccccc4)c(=O)c3Cl)CC2)cc1	11%	10%	-18%	3%	-25%[9.22 µM]	25%	-1%	i	-18%
FC(F)(F)c1cccc(N2CCN(Cc3ccoc3)CC2)c1	-8%	u	-4%	-1%	-1%	24%	0%	x	u
CCOC(=O)c1ccc(NC(=O)CCc2nc(-c3ccc(C)cc3)no2)cc1	u	0%	4%	3%	-4%	36%	-1%	i	-30%
Cc1cc(C)c(NC(=O)COC(=O)C23CC4CC(CC(O)(C4)C2)C3)c(Cl)c1	5%	-26%	2%	1%	0%	12%	15%	i	i
CC1=C(C(=O)OC2CCCC2)C(c2ccc(F)cc2F)CC(=O)N1 (configuration not stated)	5%	u	-7%	x	10%	-6%	x	x	-95%[inhibitor]
CS(=O)(=O)N(CC(=O)NCCSC1CCCCC1)c1cccc(F)c1	-2%	7%	23%	0%	11%	x	6%	i	i
COc1cc(OC)cc(-c2c(-c3cccs3)c3cc(-c4ccc(C(N)=O)cc4)ccc3n2C)c1	5%	30%[activator]	-7%	7%	-2%	35%	2%	i	-40%[inhibitor]
CCOc1cc2[nH]c(=O)n(CCCN3CCN(c4ccc(OC)cc4)CC3)c(=O)c2cc1OCC	-17%	26%	-8%	0%	18%	0%	7%	i	-14%
O=C(OCc1cc2ccccc2[nH]c1=O)c1ccccc1	-8%	1%	2%	0%	12%	8%	4%	i	i
C/C(=N\N1CCN(C2c3ccccc3-c3ccccc32)CC1)c1ccncc1	18%	0%	14%	0%	13%	3%	6%	i	i

(more compounds)
SMILES	GLP1R cytotox	GLP-1R inv ag	Abeta rescue	MmCpn inh	TDP-43 yeast inh	FUS suppressor	aSyn yeast inh	pAkt inh	PTHR1 agonist
Cc1cc(C)nc(NCc2ccc(Cl)cc2)n1	4%	u	0%	0%	15%	1%	0%	i	-6%
Cc1ccc(C2C(C#N)=C(N)Oc3c2oc(CO)cc3=O)o1 (configuration not stated)	-12%	9%	-1%	-2%	4%	18%	1%	i	i
CC(=O)c1c(C(C)=O)c(C)n(-c2nc(-c3ccc(C)c(C)c3)c(C)s2)c1C	-18%	24%	0%	2%	6%	22%	-12%	i	-36%[inhibitor]
CN(C)c1ncc(S(=O)(=O)c2ccccc2)c(=O)[nH]1	-4%	18%	-1%	2%	14%	-2%	6%	i	i
CCOc1ccc(NC(=O)c2ccc(CNc3c(NC4CCCCC4)c(=O)c3=O)cc2)cc1	-24%	2%	-20%	0%	0%	-13%	-1%	i	-22%
CSc1nc(N(C)C)nc(N2CC(=O)N(CCNS(=O)(=O)c3ccc(C)cc3)C2=N)n1	18%	52%[activator]	-14%	-1%	-24%	10%	-1%	i	i
O=C(NCCN=C1NS(=O)(=O)c2ccccc21)c1ccncc1	6%	13%	10%	-1%	-18%	6%	-1%	i	8%[57.5 µM]
O=C(Nc1nnc(SCc2ccc(F)cc2)s1)c1ccc2c(c1)C(=O)N(c1ccccc1Cl)C2=O	-7%	1%	4%	-2%	0%	-5%	6%	i	-32%[inhibitor]
COc1ccc(S(=O)(=O)N(C)c2ccc(C(=O)N3CCC(C(N)=O)CC3)cc2)cc1	4%	-11%	1%	-1%	-4%	22%	-9%	i	-7%[57.5 µM]
c1ccc(COc2ccc(-c3cc4nc(NCCOc5ccccc5)ccn4n3)cc2)cc1	-2%	u	19%	x	15%	8%	-2%	i	i

The list continues.
SMILES	GLP1R cytotox	GLP-1R inv ag	Abeta rescue	MmCpn inh	TDP-43 yeast inh	FUS suppressor	aSyn yeast inh	pAkt inh	PTHR1 agonist
O=C(NCCOc1ccccc1)c1cccc(S(=O)(=O)NCc2ccccc2)c1	-27%	u	6%	0%	-16%	10%	0%	i	-1%
CC(=O)c1cc(CN2CCN(Cc3ccccc3)C(CCO)C2)cs1 (configuration not stated)	-19%	-40%	-5%	-6%	8%	-13%	0%	i	i
O=C(c1ccc(Cl)s1)N1CCN(S(=O)(=O)c2ccc(Cl)cc2)CC1	-4%	-5%	-13%	-1%	-23%	14%	-6%	i	i
Cc1nc(NS(=O)(=O)c2ccccc2)sc1C(=O)N/N=C/c1ccccc1	-14%	13%	-2%	-2%	12%	-6%	13%	i	i
CN1CCC(N(C)C(=O)COc2ccc(S(=O)(=O)N3CCOCC3)cc2)CC1	4%	13%	4%	1%	14%	1%	0%	i	-6%
CC(C)(C)C(=O)Cn1ncc(N2CCOCC2)c(Cl)c1=O	-1%	7%	1%	-6%	5%	9%	5%	i	i
Cc1ccc(C2c3[nH]c4ccccc4c3CCN2C(=O)CSc2ccccc2)cc1 (configuration not stated)	-2%	u	17%	x	0%	25%	x	x	-5%

Source: PubChem BioAssay

Some of the compounds tested; rates above refer to the full screens.
